# FBPA Giardia inh: inhibitors of Giardia lamblia fructose-1,6-bisphosphate aldolase; A8B2U2; 0.71% of 290,000 active; purified Giardia FBPA; Potency, µM (series often up to 59.6 µM), without a hit: at the highest dose activity, negative = inhibition, usual class: inhibitors; further: potency means the concentration at half of the fitted maximal effect; on the % scale 0 is the no-effect control and ±100 the full control effect; nearly all actives have a fitted effect of over 55% in size
# Target sequence (A8B2U2 whole entry, looked up): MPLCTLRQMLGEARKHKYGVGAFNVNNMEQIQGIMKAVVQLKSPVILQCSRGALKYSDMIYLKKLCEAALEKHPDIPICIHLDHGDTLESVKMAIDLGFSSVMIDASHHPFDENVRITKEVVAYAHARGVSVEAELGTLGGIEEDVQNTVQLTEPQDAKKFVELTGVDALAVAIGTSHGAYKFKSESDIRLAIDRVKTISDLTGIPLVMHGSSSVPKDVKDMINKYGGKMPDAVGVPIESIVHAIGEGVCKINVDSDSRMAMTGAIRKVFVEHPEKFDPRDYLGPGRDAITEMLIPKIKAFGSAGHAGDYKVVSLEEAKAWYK
#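 Giardia FBPA (40 nM reagent) was preincubated 10 min at RT with compound (up to 57.5 uM final), then substrate plus GAPDH/TPI/NAD/arsenate coupling system with diaphorase/resazurin was added; resorufin fluorescence (525/598 nm) was read after 20 min.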
# AmpC no deterg: blocks E. coli AmpC beta-lactamase in detergent-free assay | P00811 | AmpC nitrocefin hydrolysis, absorbance 480 nm, 0.0001% Triton | Potency, µM (titrated, usually from 57.1 µM), for the others: top-dose activity change, negative = inhibition, most hits filed as inhibitors | 0.52% of 330,000 active | AID 485341;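 further: potency means the concentration at half of the fitted maximal effect; plate controls were no compound for no effect and no enzyme for full effect; nearly all actives have a fitted effect of over 20% in size; some results filed as inactive show a strong effect at the top dose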
# Target sequence (P00811 whole entry, looked up): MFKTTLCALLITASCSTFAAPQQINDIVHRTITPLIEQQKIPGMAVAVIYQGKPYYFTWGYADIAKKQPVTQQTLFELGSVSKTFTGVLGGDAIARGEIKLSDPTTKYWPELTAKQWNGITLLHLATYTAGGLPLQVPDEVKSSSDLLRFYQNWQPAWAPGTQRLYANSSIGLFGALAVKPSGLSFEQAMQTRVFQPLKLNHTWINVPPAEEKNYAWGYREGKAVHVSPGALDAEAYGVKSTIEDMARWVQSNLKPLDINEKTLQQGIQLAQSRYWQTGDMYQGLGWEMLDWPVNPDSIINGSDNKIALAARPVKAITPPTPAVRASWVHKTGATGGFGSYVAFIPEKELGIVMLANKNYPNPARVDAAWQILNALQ
#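 AmpC (5.3 nM in the dispensed reagent) in 20 mM phosphate pH 7.0 with 0.01% (detergent screen) or 0.0001% Triton X-100 was preincubated with compounds for 15 min at room temperature. Nitrocefin was then added from an 800 uM solution, and hydrolysis was followed at 480 nm.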
# Shiga inhibitor: inhibitors of Shiga toxin in Vero cells; Vero cells, Shiga toxin protein synthesis inhibition reporter; inhibition, % at 38.7 µM; 9.2% of 290,000 active; AID 2315; in the data active means inhibition mostly above about 28%, no sharp cut-off; inactive means mostly below about 43%; further: 0% is about no effect
# HCMV antiviral: inhibitors of human cytomegalovirus; 4.5% of 410,000 active; activity change, negative = inhibition, % at 57.5 µM; HFF cells, HCMV-luciferase reporter, 72 h; stronger effect = lower value; in the data active means activity change below about -60%; inconclusive means no clear call, values can overlap the other calls; inactive means above about -39%; further: on the % scale 0 is the no-effect control and ±100 the full control effect
#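 Inhibition of viral replication was scored as loss of reporter luminescence in HFFs infected with HCMV-luciferase (MOI 1 PFU/cell) for 72 h; compounds tested at 2 doses, normalized to buffer and Salinomycin controls.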
# AMA1 RON2 block: AMA1-RON2 (P. falciparum) interaction inhibition | Potency, µM (highest dose often 58.2 µM), inactives show top-dose activity change, negative = inhibition, hits mostly inhibitors | AlphaScreen AMA1-biotinylated RON2 peptide binding | 0.2% of 360,000 active;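 further: potency means the concentration at half of the fitted maximal effect; 0% = vehicle wells and -100% = peptide control; nearly all actives have a fitted effect of over 45% in size; some results filed as inactive show a strong effect at the top dose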
#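 AMA1 (3D7) with his tag at 25 nM final met compounds first, then biotinylated RON2 peptide at 25 nM; detection used donor plus acceptor beads, 10 µg/mL apiece, read by AlphaScreen after 30 min at room temperature.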
# Cycloheximide cs: counter-screen hit for Shiga toxin inhibitors, cycloheximide | 12% of 300,000 active | cell reporter, cycloheximide protein synthesis inhibition counterscreen | AID 2314 | max response, %; in the data active means max response mostly above about 13%, no sharp cut-off; inactive means mostly below about 14%; further: read at 38.3 µM for the half of the compounds with a filed dose; 0% is about no effect
# AmpC inh detg: blocks E. coli AmpC beta-lactamase in detergent assay; Potency, µM (highest dose often 114 µM), for inactives: at the top dose activity change, negative = inhibition, usual class: inhibitors; P00811; AmpC hydrolysis of nitrocefin, absorbance 480 nm, 0.01% Triton; 0.041% of 370,000 active;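 further: potency means the concentration at half of the fitted maximal effect; 0% = no-compound wells and -100% = no-enzyme wells; nearly all actives have a fitted effect of over 25% in size; some results filed as inactive show a strong effect at the top dose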
#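 20 mM phosphate pH 7.0 + 0.01% (detergent screen) or 0.0001% Triton X-100; 5.3 nM AmpC reagent; cpd preinc 15 min RT; nitrocefin (800 uM stock) to start; A480 q20 s × 4 min; Activity was normalised to no-enzyme and no-compound control wells.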
# * hit, by the source's call; ? = inconclusive; · = no result given; [ ] = another dose, or the depositor's remark. Unless noted, the call rests on the fitted dose curve; in most records, active means well fitted curve in the direction sought with a large enough effect; inconclusive means small, poorly fitted or top-dose-only effect, or another doubt; inactive means no such curve, though single readings can be large; an effect the other way counts as inactive or inconclusive.
SMILES,FBPA Giardia inh,AmpC no deterg,Shiga inhibitor,HCMV antiviral,AMA1 RON2 block,Cycloheximide cs,AmpC inh detg
Oc1ccc(-c2n[nH]c(=S)n2Cc2ccco2)cc1,-2%,-8%,-13,8,26%,-4,-5%
O=C(O)C1C2C=CC(C2)C1C(=O)NCc1ccccc1 (stereo not drawn),·,-15%,·,?,-10%,·,?
Cc1ccccc1Nc1nc(N)nc(COC(=O)c2ccc(S(=O)(=O)N(C)C)cc2)n1,1%,-7%,-3,-12,1%,6,-10%
Cc1ccc2cc3cc(C(=O)N4CCCCC4C)oc3nc2c1 (stereo not drawn),0%,31%,61*,57,3%,21*,?
COC(=O)c1ccc(-n2nnnc2SCc2ccccc2OC)cc1,2%,-25%,5,-10,10%,0,-7%
CC(C)n1c(=O)[nH]c2cc(C(=O)Nc3ccccc3)ccc21,3%,-5%,-20,59,-5%,-2,-6%
CCN(CC)CCN(Cc1cc2cc3c(cc2[nH]c1=O)OCCO3)C(=S)NCCCOC,-7%,-4%,-4,22,5%,1,-13%
O=C(O)c1ccccc1Sc1ncnc2sc3c(c12)CCC3,20%,-17%,-15,?,-4%,-5,0%
CN1C(=O)c2cccc(NCCCN3C(=O)c4ccccc4C3=O)c2C1=O,6%,-7%,-10,27,20%,4,-6%
Cc1cc(NC(=O)C2C3C(=O)N(c4cccnc4)C(C(=O)NC(C)(C)C)C34C=CC2(C)O4)no1 (stereo not drawn),-1%,-1%,-5,9,10%,-3,7%
Cc1cc(C)c(C#N)c(SCSCc2ccccc2)n1,-12%,-27%,26,-28,33%[activator],17,2%
Cc1nnc(SCc2cc(=O)[nH]c(/N=C(\N)Nc3ccccc3)n2)s1,2%,-4%,-11,-13,1%,-1,0%
Cc1ccc(N(Cc2ccc(C(=O)Nc3ccccc3C(=O)NCc3ccco3)cc2)S(C)(=O)=O)cc1C,3%,-18%,-17,12,-7%,-1,1%
O=C(Nc1ccc(F)cc1)NC1CCN(Cc2c(F)cccc2Cl)CC1,2%,-9%,-13,-21,9%,-2,5%
COc1cccc(/C=N/NC(=O)CCc2ccccc2)c1,1%,-25%,-9,23,19%,11,-14%
O=C(CSc1nc2[nH]ncc2c(=O)n1-c1ccccc1)NCc1cccs1,14%,-32%,1,16,-1%,-2,4%
CCOc1cc(N2CCOCC2)c(OCC)cc1NC(=O)C1CC(=O)N(c2ccc(C)cc2)C1 (stereo not drawn),·,-8%,·,-15,-6%,·,?
c1cn2c(Nc3ccc4c(c3)OCCO4)c(-c3ccc(N4CCOCC4)cc3)nc2cn1,-7%,127%[activator],53*,125,-6%,24*,-1%
Cc1ccc(-n2nnnc2SCC(=O)Nc2ccccc2-c2ccccc2)cc1C,-1%,-15%,5,3,-2%,3,?
O=C(NCC(c1cccs1)N1CCOCC1)c1cccnc1 (stereo not drawn),·,-15%,-7,·,-9%,1,-10%
CCc1cc(C(=O)N2CCN(c3ncc(C(F)(F)F)cc3Cl)CC2)sc1C,-14%,-25%,2,-39,-6%,4,3%
CNC(=S)N/N=C/c1ccc(-c2cccc(C(=O)O)c2)o1,?,-26%,112*,0,109%[activator],61*,2%
O=C(O)C1CCCN1c1nc(C(F)(F)F)nc2ccccc12 (stereo not drawn),9%,0%[2.29 µM],-12,4,-6%,-4,-7%
CC(=O)NC(c1ccccc1)c1cc(Cl)c2cccnc2c1O (stereo not drawn),23%,-7%,-13,-95*,0%,-1,-6%
Cn1c(CNC(=O)c2ccccc2F)nnc1SCC(=O)N1CCN(c2ccccc2)CC1,2%,23%,-2,-32,22%,-1,-1%
O=c1[nH]c(=S)[nH]cc1S(=O)(=O)c1cccc(Cl)c1,-7%,-28%,-8,-39,56%[activator],-5,2%
COc1cccc(-c2nnc(N(C)C(=O)c3ccno3)s2)c1,0%,-15%,30,26,·,24,-8%
COc1ccc(C(=O)Nc2ccccc2C(=O)NC(Cc2ccc(O)cc2)C(=O)NNC(=O)c2ccncc2)cc1 (stereo not drawn),-5%,-52%,23,-27,81%[activator],9,-10%
CC(/C=C/c1ccccc1)=N\NC(=O)C1CC1(C)c1ccccc1 (stereo not drawn),0%,-21%,1,-62*,2%,-3,-7%
CN(C)C(=O)CCc1ccc2c3c([nH]c2c1)[C@]1(C)[C@@H](C(=O)N2CCOCC2)C[C@H](CC(=O)NCC24CC5CC(CC(C5)C2)C4)C(=O)N1CC3,·,195%[activator],·,3,-2%,·,·
CCCCCn1c(=O)c(C(=O)Nc2nc3ccccc3[nH]2)c(O)c2ccccc21,12%,-17%,18,4,41%[activator],7,-4%
O=C(Nc1c2c(nn1-c1ccccc1)CS(=O)(=O)C2)c1cc2ccccc2o1,·,-26%,11,15,7%,7,3%
C=CCn1c(-c2csc(-c3ccc(Cl)cc3)n2)n[nH]c1=S,2%,-15%,-16,-31,-8%,1,-14%
CC1CN(Cc2c(O)ccc3c(=O)c(-c4ccccc4Cl)coc23)CC(C)O1 (stereo not drawn),6%,5%,6,8,10%,-5,-13%
O=C(NCc1ccco1)C1CCCN(S(=O)(=O)Cc2ccccc2)C1 (stereo not drawn),0%,-9%,-9,42,2%,-1,-12%
Cc1cc(C)cc(NC(=O)c2ccc(CSc3nnc(C)s3)cc2)c1,-2%,7%,80*,44,-3%,29*,-5%
S=C(CN1CCCC1=S)NCCc1ccccc1,-11%,12%,10,-39,38%[activator],-1,1%
NS(=O)(=O)c1cnccc1Nc1ccc(Cl)cc1,6%,-5%,11,-28,1%,-2,-13%
O=C(Nc1cccc2ccccc12)c1cnsn1,2%,-15%,19,-64*,3%,6,3%
NC(=O)N=Nc1c(O)[nH]c2ccc([N+](=O)[O-])cc12,0%,-16%,-2,-20,-8%,1,-5%
CCC(C)C(=O)Nc1nnc(CCc2ccccc2)s1 (stereo not drawn),-6%,4%,27,65,4%,19*,7%
COc1cc(OC)cc(-c2n[nH]c(=S)n2-c2cc(OC)ccc2OC)c1,1%,-28%,0,76,57%[activator],-3,1%
Cc1onc(-c2ccccc2)c1C(=O)NNC(=O)c1ccccc1O,·,-17%,·,-2,36%[activator],·,4%
CC(C(=O)Nc1ccc(C(=O)O)c(O)c1)N1C(=O)/C(=C\c2ccco2)SC1=S (stereo not drawn),·,-29%,-7,·,-13%,1,-11%
O=C(O)Cc1c[nH]c2ccc(O)cc12,-6%,·,·,-8,-5%,·,·
O=C1CCN(CCc2ccccc2)CCN1CCOc1ccccc1,-5%,153%[activator],8,37,-1%,11*,?
COc1ccc(/C=N/NC(=O)c2cccnc2)cc1COc1ccc([N+](=O)[O-])cc1,-2%,52%,23,?,5%,6,2%
COc1ccc(C(C)=O)cc1CSc1nnc(Nc2ccccc2)s1,-7%,-40%,-6,-70*,-5%,-5,-8%
O=C(Cc1cccc(C(F)(F)F)c1)NCc1ccc(Cl)cc1Cl,-7%,-19%,-5,19,18%,-2,3%
CN(C)c1ccc(P(=S)(N(C)C)N(C)C)cc1,-2%,-6%,1,-7,-2%,10,-11%

# Five records drawn at random from those above:
SMILES,FBPA Giardia inh,AmpC no deterg,Shiga inhibitor,HCMV antiviral,AMA1 RON2 block,Cycloheximide cs,AmpC inh detg
CC(=O)NC(c1ccccc1)c1cc(Cl)c2cccnc2c1O (stereo not drawn),23%,-7%,-13,-95*,0%,-1,-6%
Cc1cc(NC(=O)C2C3C(=O)N(c4cccnc4)C(C(=O)NC(C)(C)C)C34C=CC2(C)O4)no1 (stereo not drawn),-1%,-1%,-5,9,10%,-3,7%
O=C(NCc1ccco1)C1CCCN(S(=O)(=O)Cc2ccccc2)C1 (stereo not drawn),0%,-9%,-9,42,2%,-1,-12%
CCCCCn1c(=O)c(C(=O)Nc2nc3ccccc3[nH]2)c(O)c2ccccc21,12%,-17%,18,4,41%[activator],7,-4%
CC(C(=O)Nc1ccc(C(=O)O)c(O)c1)N1C(=O)/C(=C\c2ccco2)SC1=S (stereo not drawn),·,-29%,-7,·,-13%,1,-11%

# Going on with the list.
SMILES,FBPA Giardia inh,AmpC no deterg,Shiga inhibitor,HCMV antiviral,AMA1 RON2 block,Cycloheximide cs,AmpC inh detg
CC(C)(CS(=O)(=O)[O-])NC(=O)CC[N+](C)(C)CCO,14%,-9%,-9,61,-3%,-2,2%
N#CCCN(CCC#N)C(=O)c1ccc2c(c1)OCO2,7%,-16%,-19,8,21%,-3,1%
O=C1c2ccccc2C(=O)N1CSc1nnc2c3ccccc3n(CCc3ccccc3)c2n1,1%,-17%,-17,·,3%,-2,-6%
S=c1nc[nH]c2c1ncn2C1CCCC1,4µM*,-9%,18,20,78%[activator],-2,-13%
CCC(CC)C(=O)OCC(=O)NC12CC3CC(CC(C3)C1)C2,3%,33%,-10,-19,11%,-3,1%
CCCCNC(=O)CC1N=C2c3ccccc3N=C(SCC(=O)Nc3cccc(OC)c3)N2C1=O (stereo not drawn),6%,-27%,-5,-19,8%,-2,?
CCC(Sc1nc2n[nH]c(C)c2c(=N)n1-c1cccc(Cl)c1C)C(=O)N(CC)CC (stereo not drawn),8%,-7%,53,?,-4%,5,-4%
CC1=CC(C)(C)N2C(=O)C3(C(C#N)=C(N)OC4=C3C(=O)CCC4)c3c(C)c(C)cc1c32 (stereo not drawn),6%,39%,-13,-7,4%,-1,-12%
COc1ccc(C(=O)N/N=C(\C)c2cccc(NC(=O)c3ccc(F)cc3)c2)c(OC)c1,·,-21%,15,-61*,-13%,26*,?
COc1ccc(S(=O)(=O)N2CCOCC2)cc1NC(=O)COC(=O)c1[nH]c(C)c(C(C)=O)c1C,·,33%,·,64,3%,·,·
CC(C)CCn1c(COc2ccccc2)n[nH]c1=S,3%,-21%,-15,-62*,-7%,-9,3%
Cc1ccc(NC(=O)CCCn2nc(C)c3c(C)n(-c4ccccc4)nc3c2=O)cc1C,-9%,-21%,-8,-37,10%,13,-3%
Cc1occc1C(=O)N/N=C/C=C/c1ccccc1[N+](=O)[O-],-19%,-28%,30,-1,28%,42*,2%
Nc1ccc(Oc2ncccn2)cc1,?,-26%,2,-22,10%,-2,1%
CCOC(=O)C1(Cc2ccccc2C(F)(F)F)CCN(C(=O)c2cc(C)n(C)n2)CC1,2%,197%[activator],109*,-3,-2%,31*,1%
Cc1ccc(S(=O)(=O)N2CCOCC2)cc1N/N=C(\C#N)c1nc2ccccc2[nH]1,-23%,-4%,5,-3,35%[activator],9,-3%
COc1ccc(Cl)cc1NC(=O)C[n+]1ccccc1,0%,-7%,·,7,21%,-4,-7%
COc1ccccc1CNC(=S)NC1CCCCC1,-5%,-15%[11.4 µM],2,-74*,-2%,1,?
COc1ccc2cc(/C(C)=N/NC(=O)c3cc(-c4cccnc4)nc4ccccc34)ccc2c1,-2%,-26%,-6,13,25%,-1,2%
Cc1sc(NC(=O)CN(C)C2CCCCC2)nc1-c1ccc2c(c1)CCN2S(=O)(=O)c1ccccc1,3%,-19%,-9,·,·,-4,3%
O=CN1CCN(C(C(=O)NC2CCCC2)c2ccc(Cl)cc2)CC1 (stereo not drawn),0%,4%,21,49,-8%,-2,0%

# Screens deposited in PubChem BioAssay by National Center for Advancing Translational Sciences (NCATS).
